Pol iota inh: inhibitors of human DNA polymerase iota | Q9UNA4 | Pol iota fluorescent replication assay, 10 min | Potency, µM (series often up to 115 µM), for the others: at the top dose activity, negative = inhibition, most hits filed as inhibitors | hit rate 1% among 390,000 | AID 588590
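Fluorescent replication assay read twice, at 0 min and 10 min after adding 50 nM (final) substrate. Enzyme (10 nM) and compounds were first incubated 15 min at room temperature; enzyme-free buffer wells were negative controls.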
BAZ2B inh: inhibitors of human BAZ2B bromodomain; Q9UIF8; Potency, µM (top dose mostly 114 µM), inactives show at the top dose activity change, negative = inhibition, most hits filed as inhibitors; AID 504333; AlphaScreen BAZ2B-H3K14Ac peptide displacement; hit rate 4.4% among 360,000; further: on the % scale 0 is the no-effect control and ±100 the full control effect; nearly all actives have a fitted effect of over 60% in size
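AlphaScreen luminescence quantifies BAZ2B engagement of H3K14Ac peptide; the protein and biotinylated peptide are both at 50 nM final, buffer PBS pH 7.4 with 0.01% Tween-20, all steps at room temperature.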
HP1b chromo inh: inhibitors of HP1-beta chromodomain binding to methylated histone tails | Potency, µM (doses to about 114 µM), inactives show at the top dose activity change, negative = inhibition, usual class: inhibitors | AlphaScreen HP1-beta / biotin-H3K9me3 peptide binding | hit rate 0.56% among 390,000 | AID 540317; further: nearly all actives have a fitted effect of over 70% in size; inactives centre near 23
Target sequence (P83916 whole entry, looked up): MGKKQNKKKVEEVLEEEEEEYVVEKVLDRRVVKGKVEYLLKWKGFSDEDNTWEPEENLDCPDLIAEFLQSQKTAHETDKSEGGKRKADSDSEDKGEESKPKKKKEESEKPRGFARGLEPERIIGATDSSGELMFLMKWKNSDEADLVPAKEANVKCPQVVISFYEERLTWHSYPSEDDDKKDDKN
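Compound inhibition of the preformed complex between 50 nM HP1-beta and 50 nM biotinylated H3K9me3 peptide was read by AlphaScreen. Buffer was PBS pH 7.4 with 0.01% Tween-20. Incubations ran 30 min at room temperature, with 10 ug/mL donor/acceptor beads.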
Tb PGK inh: inhibitors of T. brucei phosphoglycerate kinase; P07378; PGK/GAPDH coupled, Kinase-Glo luminescence, 60 min; Potency, µM (series often up to 57.5 µM), inactives show at the highest dose activity change, negative = inhibition, hits mostly inhibitors; hit rate 0.043% among 380,000; AID 602233; further: on the % scale 0 is the no-effect control and ±100 the full control effect; nearly all actives have a fitted effect of over 60% in size
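Recombinant glycosomal PGK reaction used 1,3-bisphosphoglycerate generated in-well by GAPDH (100nM final) in 100mM TEA pH 7.6, 5mM MgCl2, 0.01% Tween-20. After 60 minutes at room temperature, ATP was read by Kinase-Glo Plus luminescence end-point.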
GLS inhibitor: inhibitors of human glutaminase (GLS). GLS enzymatic activity, qHTS titration. AID 624170. hit rate 0.21% among 410,000. Potency, µM (series often up to 45.5 µM), for inactives: at the top dose activity change, negative = inhibition, actives largely listed as inhibitors. O94925; further: on the % scale 0 is the no-effect control and ±100 the full control effect
Target sequence (O94925 whole entry, looked up): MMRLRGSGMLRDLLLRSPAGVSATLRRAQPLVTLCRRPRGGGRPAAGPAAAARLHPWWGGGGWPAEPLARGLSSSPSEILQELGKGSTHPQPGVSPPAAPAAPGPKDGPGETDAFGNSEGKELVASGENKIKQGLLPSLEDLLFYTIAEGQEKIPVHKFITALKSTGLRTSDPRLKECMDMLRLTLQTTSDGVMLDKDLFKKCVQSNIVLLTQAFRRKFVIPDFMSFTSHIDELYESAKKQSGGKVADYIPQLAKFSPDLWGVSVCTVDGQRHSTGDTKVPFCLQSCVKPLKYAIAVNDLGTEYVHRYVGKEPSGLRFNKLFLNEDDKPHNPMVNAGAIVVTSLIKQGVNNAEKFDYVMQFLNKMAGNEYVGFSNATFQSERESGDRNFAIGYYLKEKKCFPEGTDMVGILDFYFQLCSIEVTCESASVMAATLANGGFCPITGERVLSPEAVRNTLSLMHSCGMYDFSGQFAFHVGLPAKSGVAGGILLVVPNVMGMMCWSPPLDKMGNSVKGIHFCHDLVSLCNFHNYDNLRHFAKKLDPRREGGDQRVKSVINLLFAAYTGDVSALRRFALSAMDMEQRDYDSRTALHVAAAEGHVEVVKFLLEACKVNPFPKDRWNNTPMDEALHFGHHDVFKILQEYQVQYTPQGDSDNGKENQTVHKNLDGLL
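hKGA; 45 mM KH2PO4 pH 8.2 + 0.02% Tween-20; cpd via pin tool; 1 mM Gln soln; GluOx/HRP/Amplex Red; RT 30 min; fluor. t0 & final.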
BLM helicase inh: Bloom syndrome helicase (human) inhibition | Potency, µM (top dose mostly 56.1 µM), without a hit: top-dose activity change, negative = inhibition, actives largely listed as inhibitors | recombinant BLM DNA unwinding, fluorescence dequenching | AID 2528 | P54132 | hit rate 0.2% among 350,000;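 further: plate controls were vehicle for no effect and no enzyme for full effect; nearly all actives have a fitted effect of over 35% in size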
JMJD2A Tudor: JMJD2A Tudor domain (human) inhibition | hit rate 4.4% among 390,000 | AID 504339 | Potency, µM (top dose mostly 114 µM), inactives show at the highest dose activity change, negative = inhibition, actives largely listed as inhibitors | AlphaScreen JMJD2A-Tudor / H3K4me3 peptide binding | O75164; further: on the % scale 0 is the no-effect control and ±100 the full control effect; nearly all actives have a fitted effect of over 50% in size
G9a inh: G9a (human) methyltransferase inhibition | G9a H3K9 monomethylation, AlphaScreen, 2 h | Potency, µM (doses to about 102 µM), without a hit: at the top dose activity, negative = inhibition, most hits filed as inhibitors | hit rate 8.8% among 350,000 | AID 504332; further: on the % scale 0 is the no-effect control and ±100 the full control effect; nearly all actives have a fitted effect of over 75% in size
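Methyltransferase reactions run at room temperature for 2 h (20 nM enzyme, 500 nM biotin-H3K9 peptide, 20 uM SAM) after a 15 min compound preincubation; product detected by AlphaScreen beads and anti-H3K9me1 antibody.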
Pin1 inhibitor: inhibitors of human Pin1 | Q13526 | hit rate 0.009% among 390,000 | AID 504891 | Potency, µM (top dose mostly 115 µM), inactives show at the highest dose activity, negative = inhibition, actives largely listed as inhibitors | Pin1 FP peptide displacement, HiFluor488, 10 min; active means well fitted inhibition curve with a large enough effect in the polarisation, with a control signal flat, not every such curve was filed as active; inconclusive means small, poorly fitted or top-dose-only effect, or effect the other way, or a change in a side signal; inactive means no such curve, though single readings can be large or run the other way; the % refers to the polarisation; further: on the % scale 0 is the no-effect control and ±100 the full control effect
Target sequence (Q13526 whole entry, looked up): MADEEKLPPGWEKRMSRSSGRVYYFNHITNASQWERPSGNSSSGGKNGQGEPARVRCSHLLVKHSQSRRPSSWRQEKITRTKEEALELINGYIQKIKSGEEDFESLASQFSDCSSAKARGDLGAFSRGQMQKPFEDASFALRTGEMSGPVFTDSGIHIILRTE
Active calls of the source: *; i = inactive; ? = inconclusive; / = no result given; [ ] = remark or other dose. Unless noted, the call rests on the fitted dose curve; in most records, active means well fitted curve in the direction sought with a large enough effect; inconclusive means small, poorly fitted or top-dose-only effect, or another doubt; inactive means no such curve, though single readings can be large; an effect the other way counts as inactive or inconclusive. Potency means the concentration at half of the fitted maximal effect. Not all compounds are listed, so the mix of outcomes need not match the whole.

SMILES	Pol iota inh	BAZ2B inh	HP1b chromo inh	Tb PGK inh	GLS inhibitor	BLM helicase inh	JMJD2A Tudor	G9a inh	Pin1 inhibitor
Cc1cc(N2C(=O)C(O)=C(C(=O)c3cc4ccccc4o3)C2c2cccc(Br)c2)no1 (centres undefined)	11.8%	?	-14.2%[57 µM]	8.8%	?	-14.7%	?	8.8%[0.0925 µM]	0.1%
CC(C)(c1ccccc1)c1ccc(OCC2CO2)cc1 (centres undefined)	69.0%[activator]	110.6%[activator]	135.0%[activator]	-2.5%	5.8%	-5.7%	190.3%[activator]	257.9%[activator]	0.3%
Cc1cc(OCC(=O)NC2CC(C)(C)NC(C)(C)C2)c(C)cc1Br	34.4%[activator]	0.2%	15.5%	1.1%	-3.2%	5.5%	-11.8%	/	1.1%
C=CCN1C(c2ccc(OCC)cc2)=CS/C1=C(\C#N)c1nnc2n1CCCCC2	-4.8%	?	-5.1%	i	2.2%	1.1%	?	3.55µM*	-1.9%
O=C(c1ccc([N+](=O)[O-])o1)N1CCOCC1	26.6%	-13.6%	21.7%	i	-7.6%	-5.9%	-2.4%	10.8%	0.3%
O=C(CN(C(=O)CNC(=O)c1cccs1)c1ccccc1F)NC1CCCCC1	-18.7%	2.8%	-3.2%	-8.6%	1.1%	-3.2%	-7.4%	10.6%	-7.5%
O=C(c1cccc([N+](=O)[O-])c1)N1CCCC(C(=O)N2CCc3ccccc3C2)C1 (centres undefined)	-22.9%	-2.4%	63.0%[activator]	-0.7%	-2.8%	-4.8%	12.1%	24.8%	-5.3%
O=C(Cn1c(=O)oc2cc(S(=O)(=O)N3CCCCC3)ccc21)Nc1cccc(Cl)c1	-21.3%	?	21.8%	12.2%	2.9%	-17.0%	-9.5%	-7.2%[59 µM]	22.3%
CCCc1ccc(OC(=O)c2cccs2)cc1	?	5.2%	153.1%[activator]	-6.7%	-1.5%	3.6%	168.2%[activator]	245.9%[activator]	-9.3%
O=C(COC(=O)Cc1cccc(C(F)(F)F)c1)Nc1ccccc1	16.9%	22.1%	44.9%[activator]	-2.9%	5.2%	-12.3%	2.1%	8.6%	3.5%
CCCC(=O)Nc1ccc(C(=O)NCc2ccccn2)cc1	51.0%[activator]	-14.2%	34.4%	i	-17.0%	-0.3%	-11.9%	-3.8%	-2.3%
Cc1cccc(C)c1NC(=O)NC1(C(=O)N2CCCC2)CCCCC1	78.4%[activator]	-9.2%	20.2%	-2.4%	8.2%	-1.5%	-3.2%	2.4%	-6.5%
O=C(Nc1ccc(Cl)cn1)C1CCCN1S(=O)(=O)c1cccc2ccccc12 (centres undefined)	6.2%	1.6%	19.0%	-5.6%	/	-6.2%	7.4%	13.7%	8.3%
O=C(NC1CCCCC1)c1ccc2c(c1)N(Cc1ccc(Cl)cc1)C(=O)c1ccccc1S2=O (centres undefined)	11.6%	-6.9%	10.1%	-1.9%	3.0%	-4.8%	-18.2%	4.8%[59 µM]	13.9%
CN1CCc2c(sc3nc(NN)n(-c4ccc(Cl)cc4)c(=O)c23)C1	-7.9%	?	2.9%	i	-3.7%	-6.1%	?	44.7µM*	50.5%[activator]
Cc1ccc(CN2CCN(Cc3cccc(OCCO)c3)CC2CCO)o1 (centres undefined)	41.6%[activator]	-18.4%	16.7%	-5.7%	0.0%	-1.1%	-7.0%	10.0%	-0.7%
CSc1nc(O)c(C(c2ccc(C)cc2)c2c(O)nc(SC)[nH]c2=O)c(=O)[nH]1	1.5%	-21.0%	15.1%	-1.5%	22.1%	-0.9%	-14.8%	39.8µM*	-6.6%
C[C@H]1CN([C@@H](C)CO)C(=O)c2cccc(NC(=O)c3nc4ccccc4s3)c2O[C@H]1CN(C)C(=O)Nc1ccc(F)cc1	21.3%	/	42.0%	-9.5%	-4.4%	/	-22.7%	/	22.0%
COc1ccc(NC(=O)C2=C(C)Nc3nc(CCCO)nn3C2c2ccc(OC)c(OC)c2)cc1 (centres undefined)	-13.7%	-12.7%	23.9%	-9.3%	-16.0%	2.5%	-6.4%	21.4%	-1.4%
CC1CCN(C(=O)c2ccc3c(c2)N(Cc2ccccc2)C(=O)c2ccccc2S3(=O)=O)CC1	4.3%	-36.7%	35.7%	/	4.9%	-5.4%	-19.5%	-3.0%[59 µM]	-1.2%

Brought forward from above: 3 compounds, then new ones.
SMILES	Pol iota inh	BAZ2B inh	HP1b chromo inh	Tb PGK inh	GLS inhibitor	BLM helicase inh	JMJD2A Tudor	G9a inh	Pin1 inhibitor
C[C@H]1CN([C@@H](C)CO)C(=O)c2cccc(NC(=O)c3nc4ccccc4s3)c2O[C@H]1CN(C)C(=O)Nc1ccc(F)cc1	21.3%	/	42.0%	-9.5%	-4.4%	/	-22.7%	/	22.0%
COc1ccc(NC(=O)C2=C(C)Nc3nc(CCCO)nn3C2c2ccc(OC)c(OC)c2)cc1 (centres undefined)	-13.7%	-12.7%	23.9%	-9.3%	-16.0%	2.5%	-6.4%	21.4%	-1.4%
CC1CCN(C(=O)c2ccc3c(c2)N(Cc2ccccc2)C(=O)c2ccccc2S3(=O)=O)CC1	4.3%	-36.7%	35.7%	/	4.9%	-5.4%	-19.5%	-3.0%[59 µM]	-1.2%
COc1cc(C2NC(=O)NC(C)=C2C(=O)OCC2CCCCC2)ccc1O (centres undefined)	26.6%	?	16.1%	i	2.9%	-14.6%	-20.4%	/	-3.2%
O=C(c1ccco1)N1CCC(c2nc3c(nnn3Cc3c(Cl)cccc3Cl)c(=O)[nH]2)CC1	0.7%	-8.5%	4.2%	-5.5%	6.2%	2.0%	-6.8%	?	-1.0%
C[C@@H](NC(=O)C(=O)c1c[nH]c2ccccc12)c1ccccc1	3.8%	/	38.6%	-4.6%	-0.2%	/	-5.4%	/	-1.6%
O=C(N/N=C/c1cccn1-c1ccc(O)cc1)c1cccc2ccccc12	7.2%	-22.9%	32.7%	-1.5%	-10.0%	-1.0%	-21.6%	61.7%	30.7%[activator]
O=C(NCc1ccccc1F)C1CCC(=O)N(Cc2ccc(Cl)cc2)C1 (centres undefined)	48.0%[activator]	0.6%	31.7%	2.0%	1.2%	0.5%	-9.8%	27.4%	1.4%
C=CC[C@@H](CC(=O)NCCO)C(=O)N[C@@H](COC(=O)[C@@H](CC=C)Cc1ccc(F)cc1)Cc1ccccc1	-18.9%	/	22.9%	-9.5%	0.2%	/	-15.0%	/	-9.9%
CCOc1ccc(CC(=O)NCCc2cnc[nH]2)cc1	13.7%	1.4%	2.9%	-2.0%	5.6%	-4.0%	-9.8%	-8.5%	-12.4%
Cc1ccc(C)n1-c1nn(S(=O)(=O)c2cccc(C(F)(F)F)c2)c2cccc(F)c12	14.3%	-0.9%	20.3%	3.2%	-2.2%	-11.4%	-15.5%	/	?
CN(Cc1ccon1)C(=O)CC1C(=O)NCCN1Cc1cccc(Oc2ccccc2)c1 (centres undefined)	21.2%	?	34.1%	6.4%	-1.6%	-3.5%	-27.0%	?	0.5%
O=C(NC12CC3CC(CC(C3)C1)C2)N1CC2Cc3cccc(=O)n3C(C2)C1 (centres undefined)	-1.6%	-3.8%	15.1%	-3.6%	5.1%	-6.2%	-6.9%	-2.8%	2.5%
CCCCn1c(SCC(=O)c2ccc3c(c2)OCCO3)nnc1-c1ccoc1C	24.6%	89.1µM*	-3.5%	-5.8%	1.4%	-4.0%	?	?	10.1%
Cc1ccccc1C(=O)N1CCN(c2ccc(NC(=O)c3ccc4c(c3)OCO4)cc2)CC1	46.1%[activator]	-16.3%	1.6%	0.8%	0.9%	-11.0%	-21.0%	-7.5%	7.1%
C=CCn1c(SCC(=O)c2ccc(CNC(C)=O)o2)nc2ccccc2c1=O	15.8µM*	-10.9%	14.5%	-7.4%	0.5%	-17.1%	-23.4%	?	?
O=C1/C(=C/c2cccc([N+](=O)[O-])c2)CCc2ccccc21	-17.3%	?	-29.5%	-0.7%	6.1%	-8.9%	?	?	2.3%
CC(C(=O)NCc1ccc(F)cc1)n1ccc2cc(S(=O)(=O)N3CCCC3)ccc21 (centres undefined)	29.2%	-20.6%	21.2%	4.6%	-1.2%	-4.9%	-10.6%	-11.4%	-0.6%
COc1ccc(N(C(=O)CS(=O)CC(=O)Nc2ccc(F)cc2)C(C(=O)NC2CCCCC2)c2cccs2)cc1 (centres undefined)	9.4%	3.5%	12.3%	i	4.6%	-4.2%	-1.3%	15.3%	-4.9%
COc1ccc(C(=O)Nc2ccccc2-c2nnn(CC(N)=O)n2)cc1	52.4%[activator]	/	21.1%[57 µM]	-1.1%	4.6%	/	-12.9%	/	101.8%[activator]
Cc1cccc(C)c1NC(=S)NC1CCCCC1	5.4%	-0.6%	20.4%	-8.0%	3.6%	1.3%	-20.5%	5.8%	-2.7%
CSc1nc2ccc3nc(NC(=O)c4ccc(Cl)s4)sc3c2s1	?	-4.0%	70.8%[activator]	-8.1%	1.5%	-3.5%	0.7%	?	1.6%
Cc1ccc(C)c(CN2C(=O)CSc3ccc(C(=O)NCC(C)CN4CCC(C)CC4)cc32)c1 (centres undefined)	107.5%[activator]	-11.7%	1.4%	0.5%	32.3%[activator]	-1.1%	-8.5%	3.5%	-8.8%
COC(=O)c1cc(Nc2nc3ccccc3nc2NS(=O)(=O)c2ccc(C)cc2)ccc1Cl	23.4%	4.2%	59.0%[activator]	i	-10.0%	-11.7%	-2.3%	7.4%[59 µM]	?
Cc1ccc(Cl)cc1NC(=O)c1cccc(OC(F)F)c1	1.7%	16.3%	56.9%[activator]	-4.4%	1.5%	-5.7%	19.4%	-26.5%[59 µM]	2.2%

Rewritten bar-delimited: entries from further up.
molecule | Pol iota inh | BAZ2B inh | HP1b chromo inh | Tb PGK inh | GLS inhibitor | BLM helicase inh | JMJD2A Tudor | G9a inh | Pin1 inhibitor
C=CC[C@@H](CC(=O)NCCO)C(=O)N[C@@H](COC(=O)[C@@H](CC=C)Cc1ccc(F)cc1)Cc1ccccc1 | -18.9% | / | 22.9% | -9.5% | 0.2% | / | -15.0% | / | -9.9%
CCOc1ccc(CC(=O)NCCc2cnc[nH]2)cc1 | 13.7% | 1.4% | 2.9% | -2.0% | 5.6% | -4.0% | -9.8% | -8.5% | -12.4%
